Source: PubChem (several laboratories)
Measles CPE: protection of cells from measles virus. 140,000 compounds, 1.5% hits. AID 841. protection (pct of control), % at 4 µM. Measles virus-infected cells, CPE protection, absorbance; in the data active = protection mostly above about 24%, no sharp cut-off; inactive = mostly below about 26%; also: some compounds called inactive have numbers as strong as hits
NPY Y2 blocker: blocks the human neuropeptide Y Y2 receptor. P49146. NPY-Y2 expressing cells, antagonist mode. inhibition, % at 2.7 µM. 140,000 compounds, 0.99% hits. AID 793; in the data active = inhibition above about 17%;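 also: 0% = vehicle with agonist challenge and 100% = reference antagonist with challenge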
Target sequence (P49146 whole entry, looked up): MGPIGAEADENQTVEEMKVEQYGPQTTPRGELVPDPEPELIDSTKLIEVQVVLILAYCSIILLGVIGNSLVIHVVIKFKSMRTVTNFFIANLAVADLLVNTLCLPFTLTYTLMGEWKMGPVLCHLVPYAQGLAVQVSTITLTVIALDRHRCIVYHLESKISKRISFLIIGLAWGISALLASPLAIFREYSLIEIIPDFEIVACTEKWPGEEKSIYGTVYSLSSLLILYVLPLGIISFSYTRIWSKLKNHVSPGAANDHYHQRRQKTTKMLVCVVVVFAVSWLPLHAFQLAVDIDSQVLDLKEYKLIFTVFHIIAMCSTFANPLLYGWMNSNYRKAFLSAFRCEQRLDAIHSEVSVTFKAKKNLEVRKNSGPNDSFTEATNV
Yeast growth inh: yeast BB579 growth reduction in restrictive medium | S. cerevisiae BB579 growth, OD615, 48 h | inhibition, % at 10 µM | 140,000 compounds, 0.51% hits;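 active = inhibition above a set limit, 3 SD over the mean compound inhibition, cut at about 44% in these data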; also: inactives centre near -24
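Test system: Saccharomyces cerevisiae DeaD strain BB579, replicative lifespan model yeast | Buffer or medium: Restrictive CSMM-D medium | Doses: One dose, 10 µM compound with 0.25% DMSO | Incubation: 48 h exposure, 30 °C | Detection: Culture absorbance at 615 nm | Control set: Amphotericin B at 10 µg/mL as positive control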
Yeast lifespan up: yeast lifespan extension | S. cerevisiae growth with nicotinamide, OD615; deaD strain in restrictive glucose medium | inhibition of the nicotinamide effect, % at 10 µM | 130,000 compounds, 0.68% hits;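 active = inhibition above a set limit, placed 3 SD over the median of all compounds, cut at about 26% in these data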;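 also: 0% = nicotinamide-treated wells and 100% = cells grown without nicotinamide; some compounds called inactive have numbers as strong as hits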
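System: DeaD-strain S. cerevisiae / Buffer or medium: CSMM-D, restrictive glucose (dextrose) synthetic minimal medium / Probe or stimulus: nicotinamide, 1.5 mM, co-present with compound / Compound: one concentration, 10 µM, DMSO 0.25% / Incubation: 48 h compound exposure at 30 °C, humidified / Technique: optical density (absorbance) at 615 nm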
PTEN del growth: suppresses growth of cells with PTEN deletion; HCT116 PTEN-null viability, CellTiter-Glo, 60 h; hits give low values; viability, % at 10 µM; 140,000 compounds, 1.2% hits; AID 827;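 active = viability at or below a set limit, 4 SD under the median of all tested compounds, cut at about 3.7% in these data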;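 also: PTEN knockout HCT116 line with beta catenin targeted HCT116 as companion control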
MRP1 act: activates MRP-1. H69AR cells + doxorubicin, viability rescue, CellTiter-Glo. viability increase, % at 10 µM. 140,000 compounds, 0.61% hits;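 active = viability gain under doxorubicin at or above a set limit, the compound median plus 3 SD, cut at about 4.7% in these data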;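 also: MRP-1 overexpressing cells given doxorubicin 25 µM after compound pretreatment; 18-22 h compound pretreatment then 72 h with doxorubicin before readout; 0% = doxorubicin-only wells and 100% = vehicle-treated cells without doxorubicin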
GALR2 antag: antagonists of human galanin receptor 2 (GALR2); inhibition, % at 4 µM; 140,000 compounds, 0.39% hits; AID 828; GALR2-expressing cells, antagonist mode; O43603; in the data active = inhibition above about 27%;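 also: cells stimulated with galanin 1-16 at roughly its EC80; 0% = agonist challenge control and 100% = basal control without agonist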
Target sequence (O43603 whole entry, looked up): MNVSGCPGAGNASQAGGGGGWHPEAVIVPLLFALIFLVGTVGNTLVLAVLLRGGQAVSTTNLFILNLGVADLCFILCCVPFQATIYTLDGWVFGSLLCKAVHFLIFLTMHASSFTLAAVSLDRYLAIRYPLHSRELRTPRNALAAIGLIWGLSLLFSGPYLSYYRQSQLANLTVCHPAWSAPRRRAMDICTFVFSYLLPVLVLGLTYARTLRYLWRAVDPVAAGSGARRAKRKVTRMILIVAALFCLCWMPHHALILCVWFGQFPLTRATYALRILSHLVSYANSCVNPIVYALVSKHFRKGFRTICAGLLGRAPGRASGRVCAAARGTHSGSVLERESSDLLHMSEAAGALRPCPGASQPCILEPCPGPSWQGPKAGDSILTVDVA
HCT116 bCat-KO: beta-catenin-lacking colon tumor cell growth suppression; HCT116 beta-catenin knockout viability, CellTiter-Glo, 60 h; hits give low values; AID 818; 140,000 compounds, 1.5% hits; viability, % at 10 µM;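 active = viability at or under a set limit, the compound median less 4 SD, cut at about 6% in these data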;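 also: 0% = Hyamine 1622 control at 20 µM and 100% = untreated cell control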
E-sel TNF inh: TNF alpha driven E-selectin expression inhibition. HUVEC TNFa-induced E-selectin immunofluorescence, high content. AID 1246. inhibition, % at 2 µM. 120,000 compounds, 0.71% hits;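 active = inhibition above the batch mean plus 3 SD, and confirmed as a hit on visual image review, cut at about 43% in these data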;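 also: 0% = TNF-stimulated DMSO wells and 100% = unstimulated control wells; not every result past the cut was called active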
Phagocyt inh: inhibitors of macrophage phagocytosis. J774A.1 macrophage IgG-bead phagocytosis, imaging. inhibition, % at 5 µM. 110,000 compounds, 0.07% hits. AID 1029;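 active = inhibition above the mean of the plate negative controls plus 5 SD, cut at about 13% in these data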;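 also: phagocytic index as fraction of beads internalized from green versus red external bead signal; plate controls were DMSO negative control for no effect and cytochalasin-D positive control for full effect; some results beyond the cut were filed as inactive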
Starred values were filed as active, the others as inactive; x = not tested or not shown.

SMILES	Measles CPE	NPY Y2 blocker	Yeast growth inh	Yeast lifespan up	PTEN del growth	MRP1 act	GALR2 antag	HCT116 bCat-KO	E-sel TNF inh	Phagocyt inh
CCCCCCCCCCCCCCCC[n+]1cccc(C(=O)N(CC)CC)c1	8	1	101*	-14	1.5*	-5.8	-9	1.5*	x	0
Cc1ccc(-n2ncc3c(N4CCC(C(N)=O)CC4)ncnc32)c(C)c1	18	0	-4	-2	82	-4.9	4	88	12	x
O=C(Nc1ccc(Cl)cc1)c1ccncc1	20	2	-54	-30	91	0.5	-7	91	13	-1
COC(=O)CNS(=O)(=O)c1ccc(C)cc1	38	0	-20	-11	92	0.0	-8	100	26	0
CSCC[C@H](NC(=O)C(C)(C)Oc1ccc(Cl)cc1)c1nc2ccccc2[nH]1	4	11	-35	1	74	-4.0	-4	68	x	-3
Cc1cc2c(c(=O)o1)C(C1C=CCCC1)C(C#N)=C(N)O2 (centres undefined)	12	0	-57	-2	84	-3.8	-9	93	-2	0
OC(Cn1cccn1)c1ccccc1 (centres undefined)	1	0	-27	-1	111	-0.6	-3	95	-18	1
O=C(NC1(C(=O)NC2CCCCC2)CCCCC1)c1ccc2c(c1)OCO2	13	-1	-26	x	81	-2.0	7	84	-15	x
CCOCN(C(=O)Cn1c(CO)nc2ccccc21)c1c(C)cccc1CC	35*	-2	-19	-3	85	-2.4	-5	86	-1	-1
Cc1nn(-c2ccccc2)c(Cl)c1/C=N/NC(=O)c1cccnc1	44*	2	-45	-3	102	-4.0	-2	98	4	-3
CCOC(=O)c1c(C)cc(=O)oc1C	3	5	-30	1	109	0.0	-2	108	4	0
CNc1ccccc(C(=O)/C=C/c2ccccc2OC)c1=O	5	1	-43	12	64	-4.4	20	50	3	-1
Cc1c(CN2CCN(c3cccc(C(F)(F)F)c3)CC2)c(=O)n(-c2ccccc2)n1C	14	1	-37	6	92	-0.5	5	90	16	0
CCN(CC)C(=O)c1ccc2c(c1)nnn2C	5	10	-45	10	95	0.0	-3	102	15	1
Cc1nn(-c2cccc(Cl)c2)c2c1C(c1cccnc1)C(C#N)=C(N)O2 (centres undefined)	16	0	-40	0	86	-0.2	3	94	-6	0
Cc1cccc(OCC(=O)NNC(=O)c2cc3ccccc3oc2=O)c1	43*	10	-19	-20	99	-1.3	5	96	-3	x
CCCCN(CCCNC(=O)c1c(C)cc(=O)oc1C)c1ccccc1	9	6	-19	-4	89	-4.2	-10	88	x	-1
O=C(c1nc2nc(-c3ccc(Cl)cc3)cc(C(F)(F)F)n2n1)N1CCOCC1	6	3	-20	-20	103	-2.2	0	93	-1	0
O=C(CN1CCN(CCC(=O)Nc2ccccc2F)CC1)Nc1ccc(F)cc1	14	3	-33	10	94	-2.0	-7	94	-45	0
COc1cc(OC)cc(C(=O)N2CCN(C(=O)c3ccc(OC)c(OC)c3)CC2)c1	11	5	-34	-6	87	0.2	8	90	-6	x

Complete entries from above. Screens in order: Measles CPE	NPY Y2 blocker	Yeast growth inh	Yeast lifespan up	PTEN del growth	MRP1 act	GALR2 antag	HCT116 bCat-KO	E-sel TNF inh	Phagocyt inh
O=C(NC1(C(=O)NC2CCCCC2)CCCCC1)c1ccc2c(c1)OCO2 is entered as 13	-1	-26	x	81	-2.0	7	84	-15	x
Cc1nn(-c2ccccc2)c(Cl)c1/C=N/NC(=O)c1cccnc1 is entered as 44*	2	-45	-3	102	-4.0	-2	98	4	-3

The listing continues:
SMILES	Measles CPE	NPY Y2 blocker	Yeast growth inh	Yeast lifespan up	PTEN del growth	MRP1 act	GALR2 antag	HCT116 bCat-KO	E-sel TNF inh	Phagocyt inh
CCN(CC(=O)Nc1ccc([N+](=O)[O-])cc1OC)c1ccccc1	4	2	-46	11	53	-4.3	-3	51	-44	6
Cc1[nH]c2ccccc2c1C(=O)C(=O)NCCC1=CCCCC1	9	0	-22	1	86	12*	2	92	x	-11
Cc1ccccc1N1C(=O)CC(N(O)c2ccccc2)C1=O (centres undefined)	7	0	12	14	99	-4.3	2	99	0	0
COc1ccc(-c2noc(CSc3ccc(C)cc3)n2)cc1	26	16	-3	-14	100	-0.4	4	106	12	-1
CCCC(=O)Nc1ccc(C(=O)NNC(=O)c2ccccc2Br)cc1	14	3	-47	-6	98	-1.7	5	97	-35	x
COc1ccc(NC(=S)Nc2ccc(OCc3ccccc3)cc2)cc1OC	3	0	-3	x	96	-3.8	2	83	x	x
O=C(O)COc1ccc(NC(=O)c2ccco2)cc1	11	1	-4	-3	95	-3.8	3	100	12	-2
N#CC(=C1CCCC1)c1nc(-c2cc3ccccc3oc2=O)cs1	4	0	-28	-1	76	-2.1	-11	78	x	2
CCCCCCOc1ccc(OC(=O)c2cccnc2)cc1	9	0	-38	-13	52	-5.2	-3	54	2	x
O=C(CCc1ccccc1)Nc1ccc(NC(=O)c2ccco2)cc1	0	1	-20	-6	98	-1.8	-1	100	x	-1
O=C(c1cc(C2CC2)nc2ccccc12)N1N=C(C(F)F)CC1(O)C(F)F (centres undefined)	19	-1	-26	x	86	0.1	5	78	-12	x
O=S(=O)(c1ccc(Br)cc1)N1CCN(c2ccc3nnc(-c4ccccc4)n3n2)CC1	4	4	-23	-3	33	-5.2	-2	24	0	0
CCOc1ccc(CN(C)CC(=O)NNC(=O)c2ccc(Cl)cc2)cc1OC	21	2	-3	-2	92	0.6	13	92	x	-6
COc1ccc(NC(=O)CN2CCN(CC(=O)Nc3ccc(OC)c(OC)c3)CC2)cc1	8	3	4	-4	106	-0.3	0	104	-5	-2
CC[n+]1c(/C=C(\C)Nc2ccccc2)sc2ccccc21	8	23*	-30	0	34	-2.5	-2	38	-27	x
CCOc1ccc(C(=O)NC(=S)Nc2ccc(N3CCOCC3)c(Cl)c2)cc1[N+](=O)[O-]	15	0	9	-4	70	-2.6	-19	77	25	-10
C=C(C)c1cccc(C(C)(C)NC(=O)N2CCN(CC)CC2)c1	5	3	-34	1	100	-2.2	21	100	-30	x
COc1ccc(CN2C(=O)Cc3c2nc(N)c2c(N)nc(N4CCCCC4)c(C#N)c32)cc1	18	-1	-28	-3	92	-2.1	-14	89	10	-11
Cc1ccc(C(=O)OCC(=O)Nc2sccc2C(N)=O)cc1NC(=O)c1ccco1	3	3	-9	-3	90	-3.4	-4	97	-11	0
CC(/C=N/NC(=O)c1cccnc1)=C\c1ccco1	18	-1	7	-16	95	-2.3	-2	80	-32	1
CSc1n[nH]c(-c2sccc2OCc2ccc(C)cc2)n1	6	1	-48	-23	84	-3.1	-11	98	-29	1
CN(C)CCCNC(=O)/C=C/c1ccc2c(c1)OCO2	5	3	-29	19	96	-1.5	-4	93	9	-4
Cc1ccc(OCCCn2c(=O)sc3ccccc32)cc1	2	8	-58	-19	84	-0.2	-3	89	-1	-3
CCCCNC(=O)OC(C)CNC(=O)OC (centres undefined)	9	-1	-13	-8	94	-0.9	-6	80	x	0
Cc1cc(=O)oc2cc(OC(C)C)ccc12	22	2	-23	-6	100	-1.2	4	96	-42	0
c1ccc(CN2CCN(c3ncccn3)CC2)nc1	x	2	x	x	x	x	-5	x	11	0
COc1ccc2c(C(=O)CN3CCN(CCO)CC3)c[nH]c2c1	x	2	-6	-17	96	-1.7	-12	98	3	3
COc1ccc(NC(=O)C2CCC(CNc3c(N4CCCCC4)c(=O)c3=O)CC2)cc1OC (centres undefined)	4	2	-9	-9	88	-0.5	-15	94	43	0
COc1ccc(Cl)cc1NC(=O)COC(=O)CCCN1C(=O)c2ccccc2C1=O	3	2	-24	-3	94	-0.5	-8	97	-1	-8
COc1ccc(NC(=O)CSc2nc(O)cc(=O)n2-c2ccccc2OC)cc1	11	2	-47	-17	87	0.6	-5	88	-3	-1
COC(=O)C(C)Oc1ccc2c(-c3cccc([N+](=O)[O-])c3)cc(=O)oc2c1 (centres undefined)	5	-1	-9	-2	94	-0.8	0	91	-4	x
Cc1ccc(S(=O)(=O)NCc2ccc(C(=O)N3CCCC3)cc2)cc1	6	0	-42	5	95	-1.8	0	88	-22	-2
CCN1CCCC1CNC(=O)CCc1nc(-c2ccc(C)cc2)no1 (centres undefined)	6	1	-19	-9	89	-0.8	9	86	x	-2
O=C(COC(=O)CCNS(=O)(=O)c1ccc(Cl)cc1)NCc1ccco1	6	1	-4	-12	100	-1.5	3	86	-8	-1
Cc1nc(NC(=O)CSc2nnc(-c3ccccc3)c(-c3ccccc3)n2)c(Cl)cc1Cl	23	5	15	-5	104	-1.2	5	98	-17	-8
Cc1ccc2oc(C(Cl)(Cl)Cl)cc(=O)c2c1	4	1	-11	14	25	-5.5	-6	25	18	-2
Cc1cc[n+](-c2[nH]c(=O)sc2/C=N/NC(=O)c2ccccc2[O-])cc1C	9	2	-3	1	100	-1.6	-11	99	x	-10
COc1cccc(C(C#N)N2CCOCC2)c1 (centres undefined)	5	1	-16	-3	101	0.2	-5	99	-7	-1
O=C(/C=C/c1ccccc1)Nc1ccc(N2CCCCC2)cc1	6	0	-6	17	91	-1.2	-3	101	x	-6
CCc1ccc2[nH]c(=O)c(CN(CCO)C(=O)NCc3ccccc3)cc2c1	4	x	-12	x	82	-2.8	x	76	x	-2
Cc1ccc(N2CSC3=C(C#N)C(c4cccs4)CC(=O)N3C2)cc1 (centres undefined)	40	3	13	-6	88	-1.8	-2	85	x	-1
COc1ccc(OC)c(S(=O)(=O)N2Cc3ccccc3CC2C(=O)Nc2nccs2)c1 (centres undefined)	9	-4	-40	-4	73	-2.2	-9	70	-50	2
C=CCn1c(=NC(=O)c2ccc(S(=O)(=O)N3CCCC3)cc2)sc2cc(NC(C)=O)ccc21	14	-1	-63	-3	93	2.5	-4	81	6	-3
Cc1nc2cc(NC(=O)NCc3ccco3)ccc2n1C	9	-1	19	-6	109	2.3	-3	95	-11	11
COc1ccc(Cl)cc1N(CC(=O)Nc1cccc(SC)c1)S(C)(=O)=O	4	-4	-11	-3	66	-0.8	-11	79	-4	-1
O=C(CSc1nc(O)cc(=O)[nH]1)N1CCCc2ccccc21	48*	1	-9	1	100	-3.6	-2	103	-5	4
Cn1c(=O)c2c(-c3ccccc3)n(Cc3ccccn3)cc2n(C)c1=O	6	-2	-6	-6	90	-1.7	-1	82	56	-2
O=C(CSc1ncnc2c1cnn2-c1ccc(F)cc1)NCc1ccc2c(c1)OCO2	10	4	-35	1	94	1.7	9	90	x	8
Cc1cccc(NC(=O)N(Cc2cc3cc(C)cc(C)c3[nH]c2=O)CC2COCCO2)c1 (centres undefined)	2	1	-19	-13	57	-0.8	-5	55	0	-1
Cc1ccc(S(=O)(=O)N2CCc3ccccc3C2CN2C(=O)c3ccccc3C2=O)cc1 (centres undefined)	14	7	-23	6	67	-1.2	-11	69	-39	0
COc1ccccc1-c1nnc(SCC(=O)NC2CCCCC2)o1	16	2	-15	-5	89	-2.6	10	93	x	0
Cc1ccc(C(C(=O)NC2CCCC2)N2CCc3ccccc32)cc1 (centres undefined)	9	1	-45	-1	102	0.0	-3	99	4	0
O=C(CN1CCN(Cc2ccccc2Cl)CC1)N=Nc1c(O)[nH]c2ccccc12	7	5	-25	1	59	-1.6	-8	70	x	-22
